High-throughput results (PubChem BioAssay)
TIM10 inh – growth inhibitors of isogenic TIM10 control yeast, primary screen, counter-screen for tim10-1 yeast inhibitor project, luminescence, uHTS; S. cerevisiae TIM10 strain growth, BacTiter-Glo luminescence, 24 h; inhibition, % at 10 µM; 1.4% of 330,000 active; AID 463195, 2010;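 active = inhibition of 40% or more at the single tested concentration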;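 also: wild-type TIM10 isogenic control strain grown at permissive 25 °C; 0% = DMSO yeast wells and 100% = minimal medium wells without yeast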
XBP1 UPR activ – activators of adaptive XBP1 UPR arm, primary screen, cell-based, CHO-XBP1 luciferase reporter, luminescence, uHTS. IRE1-XBP1 UPR activation; percent of tunicamycin response, DMSO as zero. 0.33% of 330,000 active. activation, % at 20 µM;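 active = versus positive control, 20 µM dose yields 30% or more activation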;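 also: 100% = tunicamycin at 10 µg/mL and 0% = DMSO only wells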
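Material: CHO cell line with stable XBP1 luciferase reporter; schedule: 16-18 h cell attachment at 37 °C, then 6 h compound exposure; signal: glow luminescence from Steady-Glo reagent; medium: serum-containing F12 medium, 10% FBS; benchmarks: tunicamycin 10 µg/mL and vehicle-only wells; read-out: percent activation relative to tunicamycin reference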
tim10-1 inh – growth inhibitors of tim10-1 mutant yeast, primary screen, luminescence, uHTS | S. cerevisiae tim10-1 ts strain growth, BacTiter-Glo, 24 h | inhibition, % at 20 µM | 2.2% of 330,000 active | AID 463190, 2010;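 active = inhibition of at least 40%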;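 also: mutant grown at 25 °C; 0% = DMSO wells with yeast and 100% = wells holding no yeast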
NLRP3 yeast inh – NALP3 inflammasome inhibitors in reconstituted yeast, primary screen, luminescence, uHTS | Yeast reconstituted NLRP3/ASC/caspase-1, beta-gal luminescence, 24 h | inhibition, % at 10 µM | 0.39% of 330,000 active;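 active = inhibition of 50% or more; inactive = inhibition below 50%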;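 also: plate controls were induced DMSO wells for no effect and uninduced yeast grown without galactose for full effect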
GRIN3A LBD mod – binders of NR3A ligand-binding domain, primary screen, biophysical, differential scanning fluorimetry, uHTS. Glutamate receptor ionotropic, NMDA 3A (GRIN3A) ligand-binding domain. NR3A LBD differential scanning fluorimetry, Tm shift; 0% = protein alone, 100% = glycine-bound protein. Tm shift relative to glycine control, % at 25 µM. 2.5% of 340,000 active;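 active = melting temperature shift of at least 10% of the positive control shift, at one fixed dose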
Mdm2 MdmX PPI – inhibitors of human Mdm2-MdmX association, primary screen, cell-based, luminescence, split luciferase, SaOS-2, uHTS. Protein Mdm4 (Homo sapiens) + E3 ubiquitin-protein ligase Mdm2 (Homo sapiens), …. SaOS-2 split-luciferase Mdm2/MdmX complementation. inhibition, % at 8 µM. 3% of 330,000 active;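 active = inhibition of at least 50% at 8 µM in the primary screen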
Target sequence (O15151 whole entry, looked up): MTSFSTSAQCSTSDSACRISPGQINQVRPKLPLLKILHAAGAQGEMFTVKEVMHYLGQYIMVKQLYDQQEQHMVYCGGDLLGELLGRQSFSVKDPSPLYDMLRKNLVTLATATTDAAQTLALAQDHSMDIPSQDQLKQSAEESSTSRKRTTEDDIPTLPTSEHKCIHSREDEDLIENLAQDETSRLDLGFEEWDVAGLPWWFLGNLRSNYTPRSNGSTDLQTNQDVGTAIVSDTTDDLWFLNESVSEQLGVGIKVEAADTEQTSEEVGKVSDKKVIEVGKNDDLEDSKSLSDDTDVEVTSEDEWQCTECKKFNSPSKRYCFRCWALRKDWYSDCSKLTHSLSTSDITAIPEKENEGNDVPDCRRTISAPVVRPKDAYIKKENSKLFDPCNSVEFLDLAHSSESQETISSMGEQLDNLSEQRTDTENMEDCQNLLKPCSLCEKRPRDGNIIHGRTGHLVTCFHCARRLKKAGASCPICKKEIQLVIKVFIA
Target sequence (Q00987 whole entry, looked up): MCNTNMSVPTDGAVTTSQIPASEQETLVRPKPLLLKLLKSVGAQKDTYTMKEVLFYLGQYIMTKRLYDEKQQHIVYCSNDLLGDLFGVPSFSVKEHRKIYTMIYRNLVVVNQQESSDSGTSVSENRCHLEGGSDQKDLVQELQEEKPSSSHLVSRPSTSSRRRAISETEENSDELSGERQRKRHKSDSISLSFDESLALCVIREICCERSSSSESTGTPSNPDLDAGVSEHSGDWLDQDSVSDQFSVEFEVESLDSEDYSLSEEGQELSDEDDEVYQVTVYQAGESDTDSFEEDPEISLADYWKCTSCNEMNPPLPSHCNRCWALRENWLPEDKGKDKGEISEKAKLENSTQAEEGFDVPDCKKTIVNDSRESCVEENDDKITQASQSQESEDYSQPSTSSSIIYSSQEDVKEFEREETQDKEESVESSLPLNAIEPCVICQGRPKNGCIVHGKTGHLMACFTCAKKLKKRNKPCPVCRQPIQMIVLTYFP
CHOP UPR activ – activators of apoptotic CHOP UPR arm, primary screen, cell-based, CHO-CHOP luciferase reporter, luminescence, uHTS | UPR activation; percent of tunicamycin response over DMSO baseline | activation, % at 10 µM | 0.34% of 330,000 active;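 active = at 10 µM dose, activation of 40% or more, normalized to positive control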;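 also: 100% = tunicamycin at 10 µg/mL and 0% = DMSO alone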
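assay system = CHO CHOP reporter cells | amount = 500 CHO-CHOP cells per well | buffer or medium = F12 with 10% FBS | incubation = 16-18 h cell attachment, then 6 h compound exposure, 37 °C | detection = luminescence read with Steady-Glo | read-out = percent activation relative to tunicamycin control | controls = tunicamycin high control, DMSO low control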
APJ ag – agonists of human apelin receptor APJ, primary screen, CHO-K1 cells, PathHunter beta-arrestin, luminescence; 0% DMSO wells, 100% apelin; 0.11% of 330,000 active; P35414; activation, % at 20 µM;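 active = activation more than six SD over the plate average, tested at 20 µM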;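 also: 0% = DMSO alone and 100% = apelin-13 at 10 nM; some results filed as inactive read as strong as hits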
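Assay system: CHO-K1 cells stably expressing ProLink-tagged human APJ and arrestin–beta-gal acceptor. Compound dosing: 20 µM single point, 1% DMSO. Times: 16-18 h seeding, 90 min dark compound exposure, 60 min detection. Detection: beta-gal luminescence. Evaluation: APJ–arrestin association signal. Controls: negative DMSO alone, positive Apelin-13 at 10 nM.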
tim23-1 inh – growth inhibitors of tim23-1 mutant yeast, primary screen, luminescence, uHTS; S. cerevisiae tim23-1 growth, BacTiter-Glo luminescence, 24 h; inhibition, % at 20 µM; 1.3% of 330,000 active;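 active = growth inhibition of the mutant yeast at or above 50%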;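 also: temperature-sensitive mutant grown at 25 °C; plate controls were DMSO-treated mutant yeast for no effect and medium wells lacking yeast for full effect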
* = called active by the depositor; . = not tested or not shown. Random draw from the library (roughly 8.2% active in at least one column).

SMILES	TIM10 inh	XBP1 UPR activ	tim10-1 inh	NLRP3 yeast inh	GRIN3A LBD mod	Mdm2 MdmX PPI	CHOP UPR activ	APJ ag	tim23-1 inh
COc1ccc(-n2c3c(cc(C(=O)NCC(=O)c4ccccc4)c2=O)C(=O)CC(C)(C)C3)cc1	-1	-2	6	9	-1	1	3.0	2	4
COc1ccc(-c2nc3cnccn3c2Nc2ccc3c(c2)OCO3)cc1	31	-1	31	20	2	53*	2.8	-4	45
Cc1c(C(=O)Nc2ccc(Cl)cc2)c2ccccn2c1C(=O)c1ccc([N+](=O)[O-])cc1	35	-2	34	10	-4	15	-0.2	0	21
CCN(CC)CCCn1c2c(c(SCC(=O)Nc3ccccc3Cl)nc1=O)CCC2	0	1	-14	12	2	15	0.4	-5	-14
CCC(Oc1ccc(Br)cc1Cl)C(=O)Nc1nnc(C2CC2)s1 (stereo unspecified)	23	-4	28	31	-5	20	0.9	-6	42
CCCn1cnc2c(oc3ccccc32)c1=O	-9	-3	-3	14	7	-7	1.2	1	-16
COC(=O)c1ccc(CS(=O)(=O)c2ccc(F)cc2)o1	1	0	4	-2	5	9	-1.3	-4	10
OC[C@@H](O)C1OC2NC(=S)OC2C1O (stereo partly specified)	-8	1	0	3	0	1	-2.0	0	4
Cc1cc(C)c(C)c(S(=O)(=O)NCc2ccncc2)c1C	-3	0	2	18	2	27	0.7	0	-11
CCOC(=O)[C@@H]1[C@H]2COc3ccccc3[C@@H]2N2C(=O)N(c3ccc(OC)cc3)C(=O)[C@]12C	8	4	14	23	2	-13	0.2	1	23
CCc1ccc(NC(=O)c2ccc3c(=O)n4c(nc3c2)CCCCC4)cc1	-22	1	-38	22	0	-7	1.1	-2	9
O=C(O)c1cc(NC(=O)c2ccc([N+](=O)[O-])cc2)cc(NC(=O)c2ccc([N+](=O)[O-])cc2)c1	-10	-5	13	20	-7	-17	0.6	3	3
CN(C)S(=O)(=O)c1cccc(C(=O)NC2CCSc3ccccc32)c1 (stereo unspecified)	6	-5	7	9	1	21	2.3	-3	2
CC(=O)c1sc(-c2ccc(F)cc2)cc1NS(=O)(=O)c1ccccc1	-16	-3	-3	2	0	32	2.1	-2	-4
Cc1[nH]nc2c1/C(=N\O)CC(C)(C)C2	-5	-1	-3	10	0	-4	-2.9	5	3
O=C(NCc1ccccn1)c1nc(-c2cccs2)no1	11	-1	19	9	0	19	0.9	-5	-2
COc1ccc(Cl)cc1-c1nc(SCC(=O)NCC2CCCO2)n[nH]1 (stereo unspecified)	5	0	10	-3	0	12	-0.8	-2	-14
CNC(=S)N(Cc1cccs1)Cc1cc2ccc(OC)cc2[nH]c1=O	16	0	14	17	-1	26	-1.0	-3	5
COCC1CCN(C(=O)C2CCC(=O)N(CCc3cccc(F)c3)C2)CC1 (stereo unspecified)	8	-3	2	7	2	4	0.1	-4	14
c1ccc(-c2nnc(SCc3cn4ccsc4n3)o2)cc1	4	0	9	7	1	-17	2.6	9	10
COc1ccc(CCNC(=O)/C=C/c2ccc(S(=O)(=O)N3CCOCC3)cc2)cc1	9	0	7	13	1	0	-1.1	0	6
O=C(Nc1cccc(S(=O)(=O)N2CCCC2)c1)c1cc(S(=O)(=O)N2CCOCC2)ccc1F	8	-1	12	21	0	-5	0.4	2	6
COC(=O)[C@H](CCSC)NC(=O)Nc1ccc(S(N)(=O)=O)cc1	-15	1	-1	0	0	-14	1.6	-4	6
CC(=O)c1ccc(NC(=O)/C(=C\c2ccc(F)cc2)NC(=O)c2ccco2)cc1	14	-1	-4	9	1	-7	0.7	-1	13
Cc1ccc(C(=O)NCCCNC(=O)COc2ccc(Cl)c(C)c2)cn1	0	-5	-4	6	1	9	-2.6	-7	-19
Oc1ccc(-c2nnc(SCC3CCCCC3)o2)cc1	32	10	44*	6	-4	-111	5.6	-4	22
CC(OC(=O)c1cc(S(=O)(=O)N2CCOCC2)ccc1F)C(=O)NCC1CCCCC1 (stereo unspecified)	17	-4	11	-10	0	13	-1.0	-2	12
CCCc1cc(CNC(=O)C2CCC(=O)N(Cc3ccccc3OC)C2)on1 (stereo unspecified)	0	-5	19	7	-2	-6	3.0	-5	7
N#CCCc1cccc(CCC#N)c1	2	-3	-18	10	-1	7	-0.4	4	1
O=C(NN1CCOCC1)c1ccc(Cl)c([N+](=O)[O-])c1	1	-2	-1	2	-1	-8	-0.6	-6	-3
CC(C)c1ccccc1OCCCCCNCCO	20	2	29	-30	1	24	-3.2	-1	5
Cc1sc2nc(CSCC(=O)Nc3ccc(C(F)(F)F)cc3)[nH]c(=O)c2c1C	11	0	18	2	-2	6	1.5	-3	23
COC(=O)[C@H]1C[C@H](O)CN1S(=O)(=O)c1ccc(Br)cc1F	-4	-1	-1	.	0	28	-0.9	.	23
COC(=O)c1ccccc1NC(=O)CN1CCc2ccccc2C1	-12	-4	-1	22	0	10	6.2	2	17
O=C(O)c1ccc(Cl)c(S(=O)(=O)N2CCC(Cc3ccccc3)CC2)c1	14	-11	-3	7	2	-4	-0.9	-4	7
Cc1cc(NC(=O)Cn2nc3c(cc2=O)CCCC3)ccc1Br	8	-4	-4	13	0	25	0.6	-4	5
Cc1c(C)c2ccc(OCC(=O)NCCN3CCOCC3)cc2oc1=O	5	-1	14	2	1	-5	0.8	-5	7
CC(C)(C)c1n[nH]c2c1CCCC2	-3	-1	13	17	-1	-3	-0.5	0	2
CSc1ccc(Cl)c(C(=O)N(C)CC(=O)Nc2ccc(N3CCOCC3)cc2)c1	-1	-2	5	12	0	-13	0.0	3	-8
COCCN(C(=O)COC(=O)/C=C/c1nc2ccccc2s1)c1c(N)n(Cc2ccccc2)c(=O)[nH]c1=O	0	-2	7	1	1	64*	0.6	1	1
O=C(CN(C1CCCCC1)S(=O)(=O)c1ccc(Cl)cc1)NCc1cccnc1	7	-1	35	9	-1	-15	-2.4	-1	16
CCc1c(C)sc(NC(=O)c2cc(-c3cc(OC)ccc3OC)on2)c1C#N	-2	18	6	11	-1	97*	3.9	-4	6
COc1cc(C2C(C#N)=C(N)Oc3cc(N)ccc32)cc(OC)c1OC (stereo unspecified)	-2	12	5	15	-1	88*	0.1	2	5
COc1cccc(C(=O)n2ccc(-c3cccs3)n2)c1	5	0	-9	13	2	13	0.9	1	11
Cc1ccc(N2CCN(S(=O)(=O)N(C)C)CC2)cc1C	13	0	19	11	0	-10	2.0	-1	22
COC(=O)c1ccc(CSc2nc3ccccc3c(=O)n2-c2cccc(OC)c2)o1	14	7	22	23	-1	4	-1.4	-5	28
CCC1CCCCN1C(=S)Nc1ccc(C(C)=O)cc1 (stereo unspecified)	12	-1	15	8	2	0	-1.6	-2	9
CCOC(=O)C1CCN(Cc2ccc(OC)c(C)c2OC)CC1	-1	2	11	5	-2	-22	-0.6	-3	4

Single records, as listed above. Order of screens: TIM10 inh, XBP1 UPR activ, tim10-1 inh, NLRP3 yeast inh, GRIN3A LBD mod, Mdm2 MdmX PPI, CHOP UPR activ, APJ ag, tim23-1 inh
Record of Cc1c(C(=O)Nc2ccc(Cl)cc2)c2ccccn2c1C(=O)c1ccc([N+](=O)[O-])cc1 → 35, -2, 34, 10, -4, 15, -0.2, 0, 21
Record of Cc1[nH]nc2c1/C(=N\O)CC(C)(C)C2 → -5, -1, -3, 10, 0, -4, -2.9, 5, 3
Record of COc1ccc(-c2nc3cnccn3c2Nc2ccc3c(c2)OCO3)cc1 → 31, -1, 31, 20, 2, 53*, 2.8, -4, 45
Record of OC[C@@H](O)C1OC2NC(=S)OC2C1O (stereo partly specified) → -8, 1, 0, 3, 0, 1, -2.0, 0, 4

(cont.)
SMILES	TIM10 inh	XBP1 UPR activ	tim10-1 inh	NLRP3 yeast inh	GRIN3A LBD mod	Mdm2 MdmX PPI	CHOP UPR activ	APJ ag	tim23-1 inh
O=C(CN1CCN(S(=O)(=O)c2ccc3ccccc3c2)CC1)Nc1ccc2c(c1)CCC2	53*	-3	44*	15	-1	-13	2.0	-2	27
CN1CCN(c2ccccc2NC(=O)c2ccc([N+](=O)[O-])o2)CC1	9	-5	10	41	-1	32	1.9	10	13
CCOc1ccc(CCNC(=O)COC(=O)c2nc3nc(C)cc(C)n3n2)cc1OCC	-8	-1	-4	-11	-6	10	0.0	-5	-4
CC(CCc1ccccc1)NCc1ccc(Cl)cc1Cl (stereo unspecified)	22	-2	22	12	-1	21	-0.2	-1	6
COc1ccc(C(=O)C(O)C(c2ccc(C)cc2)N2CCOCC2)cc1OC (stereo unspecified)	20	-6	9	27	-1	22	2.4	-4	7
CCOc1ccc2[nH]c3ncccc3c(=O)c2c1	6	-2	-2	32	-1	28	0.8	2	11
COc1cc(/C=C/C(=O)OCC(=O)NC2CCCCCCC2)ccc1O	9	-1	8	17	-4	-10	1.1	1	33
Clc1ccc(CNc2ccc(CNc3ncn[nH]3)cc2)cc1	-2	2	6	1	-3	9	1.4	-1	3
NC(N)=N/N=C/c1ccc(OCc2ccccc2)cc1	12	3	8	33	-10	55*	5.3	6	15
COc1cccc(NC(=O)c2cn(C)c(=O)c3cc(OC)c(OC)cc23)c1	1	-3	-15	6	2	17	1.7	-4	-6
Cc1cc(C)c2c(=O)[nH]c(SCc3ccccc3)nc2n1	13	0	30	10	3	4	-2.0	0	33
CC(=O)N1CCSc2ccc(S(=O)(=O)Nc3cccc(C)c3)cc21	4	-3	21	4	2	10	0.6	7	18

Individual results from the entries so far:
`CN1CCN(c2ccccc2NC(=O)c2ccc([N+](=O)[O-])o2)CC1` @ CHOP UPR activ = 1.9
`COc1cc(/C=C/C(=O)OCC(=O)NC2CCCCCCC2)ccc1O` @ NLRP3 yeast inh = 17
`NC(N)=N/N=C/c1ccc(OCc2ccccc2)cc1` @ APJ ag = 6
`O=C(CN1CCN(S(=O)(=O)c2ccc3ccccc3c2)CC1)Nc1ccc2c(c1)CCC2` @ APJ ag = -2
`CC(=O)N1CCSc2ccc(S(=O)(=O)Nc3cccc(C)c3)cc21` @ APJ ag = 7
